MC4R ag barr = agonists of human melanocortin 4 receptor (MC4R) beta-arrestin | P32245 | U2OS MC4R beta-arrestin complementation, luminescence; percent of melanotan II response, DMSO zero | activation, % at 8.9 µM | 0.98% of 360,000 active | AID 540308;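 active = activation above a per-plate cutoff, the mean activation of sample wells on that plate plus 3 SD, cut at about 8% in these data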
ABHD5 PLIN5 PPI = blocks binding of human ABHD5 to perilipin-5. Split G. princeps luciferase complementation, luminescence, 4 h. inhibition, % at 4 µM. 0.78% of 360,000 active. AID 602281;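 active = inhibition above the mean inhibition across every tested compound plus 3 SD, cut at about 22% in these data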;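 also: 0% = DMSO only wells and the 100% control is not disclosed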
Target sequence (Q00G26 whole entry, looked up): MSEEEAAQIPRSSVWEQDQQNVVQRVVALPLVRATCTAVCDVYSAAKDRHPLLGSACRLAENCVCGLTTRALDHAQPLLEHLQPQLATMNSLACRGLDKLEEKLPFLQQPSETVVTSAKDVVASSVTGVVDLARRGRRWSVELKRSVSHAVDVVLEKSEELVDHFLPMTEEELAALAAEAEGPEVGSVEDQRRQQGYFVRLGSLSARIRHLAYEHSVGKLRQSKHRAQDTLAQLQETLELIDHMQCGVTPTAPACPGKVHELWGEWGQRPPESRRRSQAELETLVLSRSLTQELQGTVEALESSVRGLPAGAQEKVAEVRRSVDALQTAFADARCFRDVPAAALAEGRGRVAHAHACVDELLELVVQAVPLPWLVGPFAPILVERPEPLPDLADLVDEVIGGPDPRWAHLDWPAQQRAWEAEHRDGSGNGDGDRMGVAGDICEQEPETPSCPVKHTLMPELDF
Target sequence (Q8WTS1 whole entry, looked up): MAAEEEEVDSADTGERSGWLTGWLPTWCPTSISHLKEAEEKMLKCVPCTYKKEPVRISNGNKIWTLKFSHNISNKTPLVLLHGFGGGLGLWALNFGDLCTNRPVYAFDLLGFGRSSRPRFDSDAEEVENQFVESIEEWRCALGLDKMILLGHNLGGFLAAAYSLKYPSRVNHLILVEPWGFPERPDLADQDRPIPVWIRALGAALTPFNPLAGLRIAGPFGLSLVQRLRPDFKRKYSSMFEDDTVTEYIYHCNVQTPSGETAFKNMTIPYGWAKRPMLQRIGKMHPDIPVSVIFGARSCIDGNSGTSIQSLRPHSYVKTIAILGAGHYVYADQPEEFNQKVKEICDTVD
HTR2A ag = activates the mouse 5-HT2A serotonin receptor; CHO-K1 mHTR2A beta-arrestin complementation, luminescence; percent of 30 µM serotonin response; 0.66% of 360,000 active; AID 624169; P35363; activation, % at 7.6 µM;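 active = activation above a run cutoff, the mean activation of all tested compounds plus 3 SD, cut at about 14% in these data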;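 also: 0% = plate median of compound wells and 100% = 30 µM serotonin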
aDG glyco act = increases alpha dystroglycan glycosylation | AID 624168 | Pro5-aDG cells, alpha-DG glycosylation AlphaScreen (IIH6); 0% Pro5, 100% B10-LARGE cell signal | activation, % at 10 µM | 0.22% of 360,000 active;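 active = activation of at least 8% versus controls, or a plate z-score of at least 8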;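 also: Pro5 are CHO cells carrying HIG-tagged alpha-DG that lacks glycosylation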
Glyco luc inh = blocks N-linked glycosylation in D54 reporter cells; D54 ERlucT glycosylation luciferase reporter, 24 h; percent of 100 nM tunicamycin response; reporter increase, % at 12.5 µM; 0.23% of 360,000 active; AID 588692;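 active = mean luciferase reporter signal, scaled so untreated is 0 and the glycosylation-blocking control 100, at or above a set limit in every replicate; inconclusive = mean reaches the limit but not every replicate does; inactive = mean below the limit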;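 also: luciferase carries N-glycosylation sites so blocking glycosylation raises the light; 0% = median of neutral control wells and 100% = median of 100 nM tunicamycin wells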
hiPSC survival = increases survival of single human iPS cells | 0.044% of 360,000 active | hiPSC single-cell survival, ATPlite luminescence; 100% = ROCK inhibitor wells, 0% = DMSO | survival enhancement, % at 20 µM | AID 602274; in the data active = survival enhancement above about 18%;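 also: cells exposed to compounds for 16 hours before the ATP read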
MC4R antagonist = human MC4R antagonism in cAMP assay; P32245; 0.48% of 360,000 active; AID 540295; inhibition, % at 6.5 µM; MC4R-expressing cells, MTII-stimulated cAMP, LANCE TR-FRET;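 active = inhibition above its plate's cutoff, the mean of tested wells on that plate plus 3 SD, cut at about 29% in these data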;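 also: 0% = Melanotan II alone and 100% = Melanotan II plus saturating MCL0020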
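Test system: U2OS cells stably expressing human melanocortin 4 receptor (MC4R); also added: Melanotan II challenge; compound: 6.5 µM single dose; timing: 30-min compound preincubation, 1-h Melanotan II challenge, 1-h detection, room temperature; signal: Eu-cAMP/anti-cAMP TR-FRET, emission 671 nm; repeats: one well per compound, no replicates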
ABCB6 inh 2 = inhibitors of human ABC transporter ABCB6. K562-ABCB6 porphyrin accumulation, flow cytometry, 1 h; hits give low values. AID 602162. fluorescence ratio to DMSO, % at 10 µM. Q9NP58. 0.19% of 360,000 active;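 active = fluorescence ratio to DMSO below 75%, the collection mean minus 3 SD; inconclusive = too few cells collected in the well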;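 also: signal is porphyrin accumulated inside mitochondria; 100% equals median channel fluorescence of DMSO control wells; lower ratio means ABCB6 inhibition with less porphyrin fluorescence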
H9c2 protect = modulators protecting cardiomyocytes from myocardial damage | 0.63% of 360,000 active | protection from H2O2 cell death, % at 20 µM | AID 588492 | H9c2 cardiomyocytes, H2O2 injury protection, ATPLite, 2 h;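 active = compounds giving at least 50% protection of heart cells from peroxide-induced death in the single-dose screen, raw or plate-pattern-corrected value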;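 also: 0% = DMSO wells with peroxide and 100% = DMSO wells without peroxide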
Granule exo inh = blocks lytic granule exocytosis; AID 651702; 0.66% of 360,000 active; TALL-104 LAMP-1 surface exposure, flow cytometry; cells stimulated with thapsigargin and PMA; inhibition, % at 10 µM;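 active = inhibition above about 55%, limit read from the data; inconclusive = no clear call, values can overlap the other calls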
* marks the source's active call; other numbers are inactive results; ? = inconclusive.

SMILES	MC4R ag barr	ABHD5 PLIN5 PPI	HTR2A ag	aDG glyco act	Glyco luc inh	hiPSC survival	MC4R antagonist	ABCB6 inh 2	H9c2 protect	Granule exo inh
O=C1CC(SCCO)C(=O)N1c1ccc(Oc2ccccc2)cc1 (stereo not drawn)	-0.5	-1.5	0.1	-0.3	-1.5	-0.5	17.9	99.0	5.2	-0.5
O=C1NC2(CCCCC2)N=C1c1ccccc1	-0.2	-1.2	0.5	0.0	-0.2	-1.8	3.7	102.0	7.2	-3.2
Cc1ccccc1-n1c(Cn2c(=O)sc3ccccc32)nnc1SCC(N)=O	-1.0	2.5	-0.2	-0.2	-1.2	-0.4	1.8	101.0	12.1	3.8
Cc1ccc(CCNC(=O)CN(C)S(=O)(=O)c2ccc3c(c2)c(=O)n(C)c(=O)n3C)cc1	-0.8	-8.1	0.2	-0.1	0.1	2.3	16.0	103.0	25.1	0.3
OC(c1ccc(Cl)c(F)c1)c1ncc(-c2ccc(Oc3ccccc3)cc2)[nH]1 (stereo not drawn)	6.5	-14.8	0.6	0.5	-6.2	-1.4	2.4	98.0	-16.2	-0.5
O=[N+]([O-])c1ccc(CSc2nc3ccccc3[nH]2)cc1	0.4	1.2	-7.0	-0.1	-2.8	-0.9	19.0	103.0	-8.2	-1.7
Cc1ccc(S(=O)(=O)N2CCCCC2)cc1NC(=O)CSc1nnnn1C	-0.8	0.0	2.9	0.1	-2.9	-0.6	15.2	100.0	11.7	-0.3
Cc1nc(NCc2ccc3c(c2)OCO3)c2nnn(Cc3ccccc3)c2n1	1.4	1.4	0.0	-0.2	-6.8	-1.2	1.9	98.0	-8.3	-3.4
C=CCn1c(=O)[nH]c2cc(C(=O)N3CC=C(c4ccccc4)CC3)ccc2c1=O	2.3	-0.2	-6.0	0.0	1.3	0.1	18.8	103.0	37.2	5.7
Cc1cccc(-n2ncc3c(N4CCCc5ccccc54)ncnc32)c1	-0.7	-5.2	-1.8	-0.1	1.1	-1.4	-8.5	109.0	-12.9	-1.2
O=C(NCCCCCc1nc2ccccc2[nH]1)c1ccccc1Cl	-0.4	3.6	4.8	-0.1	2.3	-0.6	-6.2	94.0	-6.9	-0.8
CC(C)(C)N(Cc1ccccc1)C(=O)COC(=O)c1ccc([N+](=O)[O-])o1	1.2	0.6	-1.8	0.1	-1.3	-1.6	13.7	95.0	15.8	14.8
c1ccc(CCn2c(C3CC3)nc3ccccc32)cc1	2.3	-1.3	-1.9	-0.1	-0.4	2.0	2.8	97.0	-2.3	-1.7
COC(=O)c1ccc(C2C(C#N)=C(N)Oc3cc(O)ccc32)cc1 (stereo not drawn)	-0.3	5.2	3.1	0.0	3.5	0.3	-1.0	99.0	-2.8	-7.1
CC(=O)C[C@@H](O)CC(=O)[C@H]1OC(=O)[C@@H](C)C/C=C\Cc2ccccc21	-0.8	-2.8	-5.6	0.2	-1.3	-0.7	0.9	98.0	-1.1	-1.0
CC(C)(CN1CCC(Cc2ccccc2)CC1)NS(=O)(=O)c1ccccc1	4.5	8.1	1.1	0.3	-1.6	-0.6	6.4	97.0	-2.2	20.7
FC(F)(F)c1cccc(-n2cc(-c3ccccc3)[nH]c2=S)c1	0.2	-16.2	11.0	0.0	-2.0	-0.5	0.9	98.0	-11.3	-13.4
CS(=O)(=O)c1cccc(S(=O)(=O)N2CCN(c3ccccn3)CC2)c1	0.3	-0.8	4.4	-0.1	1.5	-0.8	-2.4	101.0	-5.7	-2.7
Cc1ccc(NC(=O)Cn2cccc2)cc1C	-0.5	-3.2	-7.2	0.0	0.0	-2.9	8.6	92.0	-2.6	-4.7
CC(C)[C@H](NC(=O)N1CCn2c1nc1ccccc12)C(=O)NCC1CCCO1 (stereo partly drawn)	-1.9	5.6	14.6*	-0.3	0.2	0.0	4.4	99.0	1.1	-1.2
O=C(CN1CCSCC1)N/N=C/c1ccccc1F	-1.3	-2.1	-1.8	0.0	-1.0	-1.6	1.5	91.0	4.9	-0.7
COc1ccc(S(=O)(=O)N2CCSCC2)cc1	0.6	1.4	-3.1	-0.1	1.4	0.0	3.0	103.0	0.6	-11.2
Cc1ccc(NC(=O)OCCNC(=O)OC(C)C)cc1	-1.8	-0.5	-0.1	-0.1	-0.1	-1.1	14.1	105.0	-4.8	-2.7
CC(=O)Oc1cccc(C(=O)Nc2ccccc2NC(=O)c2cccc(OC(C)=O)c2)c1	-1.7	-5.2	-4.7	-0.1	3.3	-0.4	-2.8	95.0	4.7	19.3
Cc1c[n+](CC(=O)c2ccccc2)c(C)cn1	0.9	3.1	7.4	0.2	-0.4	-0.5	1.8	92.0	8.3	0.3

Ordered by formula weight (descending): 12 of the compounds above.
SMILES	MC4R ag barr	ABHD5 PLIN5 PPI	HTR2A ag	aDG glyco act	Glyco luc inh	hiPSC survival	MC4R antagonist	ABCB6 inh 2	H9c2 protect	Granule exo inh
OC(c1ccc(Cl)c(F)c1)c1ncc(-c2ccc(Oc3ccccc3)cc2)[nH]1 (stereo not drawn)	6.5	-14.8	0.6	0.5	-6.2	-1.4	2.4	98.0	-16.2	-0.5
CC(C)(CN1CCC(Cc2ccccc2)CC1)NS(=O)(=O)c1ccccc1	4.5	8.1	1.1	0.3	-1.6	-0.6	6.4	97.0	-2.2	20.7
CC(C)[C@H](NC(=O)N1CCn2c1nc1ccccc12)C(=O)NCC1CCCO1 (stereo partly drawn)	-1.9	5.6	14.6*	-0.3	0.2	0.0	4.4	99.0	1.1	-1.2
Cc1nc(NCc2ccc3c(c2)OCO3)c2nnn(Cc3ccccc3)c2n1	1.4	1.4	0.0	-0.2	-6.8	-1.2	1.9	98.0	-8.3	-3.4
CC(C)(C)N(Cc1ccccc1)C(=O)COC(=O)c1ccc([N+](=O)[O-])o1	1.2	0.6	-1.8	0.1	-1.3	-1.6	13.7	95.0	15.8	14.8
CC(=O)C[C@@H](O)CC(=O)[C@H]1OC(=O)[C@@H](C)C/C=C\Cc2ccccc21	-0.8	-2.8	-5.6	0.2	-1.3	-0.7	0.9	98.0	-1.1	-1.0
O=C1CC(SCCO)C(=O)N1c1ccc(Oc2ccccc2)cc1 (stereo not drawn)	-0.5	-1.5	0.1	-0.3	-1.5	-0.5	17.9	99.0	5.2	-0.5
O=C(NCCCCCc1nc2ccccc2[nH]1)c1ccccc1Cl	-0.4	3.6	4.8	-0.1	2.3	-0.6	-6.2	94.0	-6.9	-0.8
Cc1cccc(-n2ncc3c(N4CCCc5ccccc54)ncnc32)c1	-0.7	-5.2	-1.8	-0.1	1.1	-1.4	-8.5	109.0	-12.9	-1.2
COC(=O)c1ccc(C2C(C#N)=C(N)Oc3cc(O)ccc32)cc1 (stereo not drawn)	-0.3	5.2	3.1	0.0	3.5	0.3	-1.0	99.0	-2.8	-7.1
FC(F)(F)c1cccc(-n2cc(-c3ccccc3)[nH]c2=S)c1	0.2	-16.2	11.0	0.0	-2.0	-0.5	0.9	98.0	-11.3	-13.4
Cc1ccc(NC(=O)OCCNC(=O)OC(C)C)cc1	-1.8	-0.5	-0.1	-0.1	-0.1	-1.1	14.1	105.0	-4.8	-2.7

(further entries)
SMILES	MC4R ag barr	ABHD5 PLIN5 PPI	HTR2A ag	aDG glyco act	Glyco luc inh	hiPSC survival	MC4R antagonist	ABCB6 inh 2	H9c2 protect	Granule exo inh
O=C(NCCCN1CCCC1)Nc1ccccc1[N+](=O)[O-]	-1.0	-4.2	0.5	0.0	2.2	-0.5	0.5	95.0	5.2	6.7
COc1ccc(-c2nn(-c3ccccc3)cc2C(=O)NC2CCCCC2C)cc1 (stereo not drawn)	2.6	14.9	2.8	-0.2	15.3	-0.5	6.9	94.0	5.8	-0.4
COc1cc(OC)c2c(C)cc(=O)oc2c1C(CCN1CCN(c2ccccc2)CC1)c1ccc2c(c1)OCO2 (stereo not drawn)	-0.5	9.6	20.7*	-0.7	-1.4	-4.5	2.0	96.0	-6.2	20.4
CCc1nc2ccc(C(=O)Nc3ccc(C(=O)N(C)C)cc3)cn2c1N(C)CCCc1ccccc1	-2.0	4.8	5.9	-0.2	-0.5	4.4	8.3	86.0	0.9	8.3
CCOCCCn1c(-c2ccc(Cl)cc2)n[nH]c1=S	-1.6	-1.9	3.6	0.2	1.5	2.1	8.8	97.0	2.6	2.3
O=C(O)c1ccccc1Nc1ccc(OC(F)F)cc1	-2.0	-0.6	-4.0	-0.1	-1.7	-0.8	9.6	102.0	-4.8	-2.9
CCOC(=O)N1CCN(C(=O)c2cccc(N3C(=O)NC4CC3(C)Oc3ccccc34)c2)CC1 (stereo not drawn)	0.4	2.3	-4.5	-0.1	2.6	0.0	-2.6	99.0	5.3	-8.4
CCn1nc([N+](=O)[O-])c2c(-c3nc4ccccc4o3)c(N)n(CCCOC)c2c1=O	-3.5	2.9	0.6	-0.2	-0.4	-0.1	-5.5	92.0	9.2	-1.3
NNC(=O)c1c[nH]c2ccc(OCc3ccccc3)cc12	-0.7	-5.9	-5.5	-0.1	-0.6	-0.9	5.2	94.0	2.4	13.1
CC(=O)Nc1sc2c(c1C#N)CCCC2	0.3	0.8	3.4	0.0	0.2	0.8	-1.2	100.0	-1.5	4.9
S=C(NCc1ccncc1)Nc1ccc(Cl)cc1Cl	-2.8	-5.9	3.8	0.3	-0.5	0.3	11.2	86.0	0.9	-0.2
Cn1cc(CC(=O)NCCCN2CCCC2)c2ccccc21	-1.1	-8.1	3.6	-0.3	1.4	1.1	-2.0	95.0	-1.3	0.6
NC(=O)c1ccc(N2CCN(c3ccccc3O)CC2)c([N+](=O)[O-])c1	0.0	2.9	1.3	0.7	0.1	-0.6	8.3	98.0	-10.8	3.1
O=C(N/N=C/c1c[nH]c2ccc(Br)cc12)c1ccncc1	1.8	14.6	-2.3	0.7	0.9	-1.6	-5.7	91.0	8.3	?
CCC(C)NC(=O)C(Cc1ccccc1)NS(=O)(=O)c1cccc2nsnc12 (stereo not drawn)	-1.3	1.4	4.6	0.0	-0.1	0.0	2.4	101.0	5.6	1.1
O=C(O)c1ccc2c(c1)OCCO2	-0.5	3.0	-1.8	-0.2	2.2	0.0	0.9	96.0	-5.5	-3.6

High-throughput results (PubChem)
